# Compound activity (PubChem)
# NLRP3 yeast inh: NALP3 inflammasome inhibitors in reconstituted yeast, primary screen, luminescence, uHTS | inhibition, % at 10 µM | AID 2825, 2010 | Yeast reconstituted NLRP3/ASC/caspase-1, beta-gal luminescence, 24 h | 0.39% of 330,000 active;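 active = inhibition of 50% or more; inactive = inhibition below 50%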;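 note: plate controls were induced DMSO wells for no effect and uninduced yeast grown without galactose for full effect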
# Apaf1 inhib: inhibitors of human Apaf-1 apoptosome, primary screen, biochemical, DEVD-Rh110 fluorescence, uHTS. Apoptotic protease-activating factor 1 (Homo sapiens), O14727. reconstituted apoptosome caspase-3 activity. inhibition, % at 20 µM. 0.71% of 330,000 active. AID 489030, 2010; active = inhibition of at least 40% at 20 µM;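 note: plate controls were DMSO wells for no effect and DEVD-CHO caspase inhibitor wells for full effect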
# Target sequence (O14727 whole entry, looked up): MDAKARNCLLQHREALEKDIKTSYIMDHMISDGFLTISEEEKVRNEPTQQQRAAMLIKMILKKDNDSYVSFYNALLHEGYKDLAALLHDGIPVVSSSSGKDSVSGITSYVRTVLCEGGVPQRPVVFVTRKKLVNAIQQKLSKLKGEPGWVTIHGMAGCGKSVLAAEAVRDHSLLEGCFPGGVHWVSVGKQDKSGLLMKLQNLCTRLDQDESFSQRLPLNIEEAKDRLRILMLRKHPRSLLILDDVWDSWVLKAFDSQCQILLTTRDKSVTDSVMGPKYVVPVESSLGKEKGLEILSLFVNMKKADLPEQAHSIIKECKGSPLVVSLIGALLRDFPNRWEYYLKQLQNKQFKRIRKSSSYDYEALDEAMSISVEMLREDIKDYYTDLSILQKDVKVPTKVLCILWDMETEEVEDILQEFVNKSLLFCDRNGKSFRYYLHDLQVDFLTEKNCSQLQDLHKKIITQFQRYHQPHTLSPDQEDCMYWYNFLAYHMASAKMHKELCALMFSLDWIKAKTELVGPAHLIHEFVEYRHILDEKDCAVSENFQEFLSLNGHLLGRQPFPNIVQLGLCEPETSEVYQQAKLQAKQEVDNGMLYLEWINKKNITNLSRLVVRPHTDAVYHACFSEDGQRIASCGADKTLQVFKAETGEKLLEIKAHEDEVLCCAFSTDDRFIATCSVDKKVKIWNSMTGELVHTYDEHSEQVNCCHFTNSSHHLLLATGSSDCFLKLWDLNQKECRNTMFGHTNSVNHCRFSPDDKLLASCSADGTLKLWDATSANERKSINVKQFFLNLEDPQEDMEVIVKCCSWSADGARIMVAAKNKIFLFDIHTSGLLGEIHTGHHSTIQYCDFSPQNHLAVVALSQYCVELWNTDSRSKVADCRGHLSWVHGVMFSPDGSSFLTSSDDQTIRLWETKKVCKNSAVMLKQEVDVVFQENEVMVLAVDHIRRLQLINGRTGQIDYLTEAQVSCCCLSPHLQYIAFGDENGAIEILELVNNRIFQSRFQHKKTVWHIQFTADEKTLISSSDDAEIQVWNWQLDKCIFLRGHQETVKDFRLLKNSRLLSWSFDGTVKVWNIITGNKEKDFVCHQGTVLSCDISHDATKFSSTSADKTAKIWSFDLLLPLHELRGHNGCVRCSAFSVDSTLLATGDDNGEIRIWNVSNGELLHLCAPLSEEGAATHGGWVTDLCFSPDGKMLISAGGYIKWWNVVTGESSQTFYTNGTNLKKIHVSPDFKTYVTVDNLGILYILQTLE
#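 Assay system – apoptosome proteins · Medium – Hepes buffer, pH 7.5 · Also added – cytochrome c with DEVD-Rh110 · Timing – 30 min compound preincubation, 50 min activation, room temperature · Detection – Rh110 fluorescence, excitation 480 nm, emission 540 nm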
# tim10-1 inh: growth inhibitors of tim10-1 mutant yeast, primary screen, luminescence, uHTS | S. cerevisiae tim10-1 ts strain growth, BacTiter-Glo, 24 h | inhibition, % at 20 µM | AID 463190, 2010 | 2.2% of 330,000 active;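 active = inhibition of at least 40%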;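 note: mutant grown at 25 °C; 0% = DMSO wells with yeast and 100% = wells holding no yeast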
# ATG4B inhibitor: ATG4B protease inhibitors, primary screen, biochemical, fluorescence, uHTS | inhibition, % at 8.33 µM | ATG4B cleavage of LC3-PLA2, NBD-HPC fluorescence, 1 h | 0.51% of 340,000 active | Cysteine protease ATG4B (Homo sapiens), Q9Y4P1; in the data active = inhibition above about 40%
# hIAP block: human IAP inhibitors, primary screen, biochemical, luminescence, uHTS; AID 2544, 2010; purified IAP, CDP-Star luminescence, 30 min; 0.12% of 330,000 active; inhibition, % at 10 µM;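 active = inhibition reaching a set limit with compound at 10 µM in the primary screen, cut at about 35% in these data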;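 note: plate controls were DMSO wells with enzyme for no effect and no-enzyme buffer wells for full effect; values of inactives mirror those of a sister screen read the other way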
# mIAP act: activators of mouse IAP, primary screen, biochemical, luminescence, uHTS; 0.24% of 330,000 active; intestinal alkaline phosphatase [Mus musculus]; AID 2805, 2010; activation factor at 10 µM; muIAP, CDP-Star luminescence, 30 min; active compounds read high; 1 = vehicle-only enzyme signal, 0 = enzyme-free wells;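 active = activation factor of at least 2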; note: the source names both 10 and 20 µM as test concentration; values of inactives mirror those of a sister screen read the other way
#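 System: mouse IAP enzyme. Reagent: CDP-Star chemiluminescent phosphatase substrate. Benchmarks: DMSO wells, no-enzyme wells. Times: 30 min enzyme-substrate-compound incubation at room temperature. Detection: luminescence from enzymatic CDP-Star hydrolysis. Doses: test compounds delivered from DMSO solution.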
# hIAP activ: human IAP activators, primary screen, biochemical, luminescence, uHTS. activation factor at 10 µM. AID 2524, 2010. Intestinal-type alkaline phosphatase (Homo sapiens), P09923. 0.16% of 330,000 active. purified human IAP, CDP-Star luminescence, 30 min; active compounds read high; 1 = vehicle-only enzyme, 0 = enzyme-free background;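 active = activation factor of the enzyme at least 2-fold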; note: the source names both 10 and 20 µM as test concentration; values of inactives mirror those of a sister screen read the other way
# mIAP inh: inhibitors of mouse IAP, primary screen, biochemical, luminescence, uHTS. purified mouse IAP, CDP-Star luminescence, 30 min. inhibition, % at 10 µM. 0.2% of 330,000 active;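 active = inhibition of at least 40% at 10 µM in the primary screen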;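 note: plate controls were DMSO with enzyme for no effect and no enzyme wells for full effect; values of inactives mirror those of a sister screen read the other way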
# TIM10 inh: growth inhibitors of isogenic TIM10 control yeast, primary screen, counter-screen for tim10-1 yeast inhibitor project, luminescence, uHTS | S. cerevisiae TIM10 strain growth, BacTiter-Glo luminescence, 24 h | inhibition, % at 10 µM | 1.4% of 330,000 active;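 active = inhibition of 40% or more at the single tested concentration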;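 note: wild-type TIM10 isogenic control strain grown at permissive 25 °C; 0% = DMSO yeast wells and 100% = minimal medium wells without yeast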
# Active calls of the source: *; . = no result given.
# The opening four entries as a preview:
SMILES,NLRP3 yeast inh,Apaf1 inhib,tim10-1 inh,ATG4B inhibitor,hIAP block,mIAP act,hIAP activ,mIAP inh,TIM10 inh
Cc1ccccc1-n1nc2c(c1NC(=O)/C=C\c1ccc3c(c1)OCO3)CSC2,2,-3,29,1,16,0.77,0.84,23,-3
COc1ccc(CC(=O)N2CCN(c3ccc(F)cc3)CC2)cc1,24,3,22,2,-29,1,1.3,-4,-3
Cc1ccc(SCCCn2cnc3ccccc3c2=O)cc1,41,11,-1,1,1,0.95,0.99,5,-31
CCOC(=O)C1=NN(c2ccc(C)cc2)CC1C(=O)OC (centres undefined),1,-10,4,-7,2,0.98,0.98,2,5

# Main list, from the start:
SMILES,NLRP3 yeast inh,Apaf1 inhib,tim10-1 inh,ATG4B inhibitor,hIAP block,mIAP act,hIAP activ,mIAP inh,TIM10 inh
Cc1ccccc1-n1nc2c(c1NC(=O)/C=C\c1ccc3c(c1)OCO3)CSC2,2,-3,29,1,16,0.77,0.84,23,-3
COc1ccc(CC(=O)N2CCN(c3ccc(F)cc3)CC2)cc1,24,3,22,2,-29,1,1.3,-4,-3
Cc1ccc(SCCCn2cnc3ccccc3c2=O)cc1,41,11,-1,1,1,0.95,0.99,5,-31
CCOC(=O)C1=NN(c2ccc(C)cc2)CC1C(=O)OC (centres undefined),1,-10,4,-7,2,0.98,0.98,2,5
Clc1ccc(N2CCN(/N=C/c3cccnc3)CC2)cc1,27,2,25,-4,1,1,0.99,-2,17
Cc1ccc(S(=O)(=O)n2nc(-c3ccco3)nc2N)cc1,-5,13,-5,-9,-8,1.1,1.1,-6,-11
Cc1ccc(-c2nnc(SCC(=O)N/N=C/c3ccccc3C(=O)O)n2C2CCCCC2)cc1,11,2,26,4,-24,0.99,1.2,1,12
CCc1cccc(C)c1NC(=S)NCC(c1cccnc1)N1CCOCC1 (centres undefined),-9,-2,1,0,-8,0.99,1.1,1,5
CCOCCn1c(=O)c2c(nc3n2CCN3c2ccc(C)cc2)n(C)c1=O,4,-5,-9,2,-7,1.2,1.1,-15,-12
CC12CCC(C(=O)N(c3ccccc3Cl)C1=O)C2(C)C (centres undefined),9,-9,22,9,11,0.87,0.89,13,19
CC(C)NC(=O)NC(=O)COc1ccc(Br)cc1Br,18,17,45*,-1,7,1,0.93,-2,18
COc1ccc(Nc2oc(COc3ccccc3F)nc2C#N)cc1,22,-8,26,4,2,0.83,0.98,17,8
Cc1cccc(OCc2nnc(SCC(=O)N3CCN(c4ccccc4)CC3)o2)c1C,9,12,21,-10,-4,0.91,1,9,9
CN(C)c1cc(NC(=O)CNC(C)(C)CC(C)(C)C)c2ccccc2n1,25,13,6,13,-4,1.1,1,-9,6
CCN(C(=O)COC(=O)c1ccc2[nH]c3c(c2c1)CCCC3)C1CCS(=O)(=O)C1 (centres undefined),-1,-2,15,-10,4,1,0.96,-5,1
COc1ccc(OC)c(NC(=O)CCN2CCN(C)CC2)c1,10,6,-12,5,-18,1.1,1.2,-5,-10
CC(C)(C)c1cc(N2CCOCC2)n2ncc(-c3ccc(Cl)cc3)c2n1,4,20,9,3,4,1,0.96,-3,3
COc1ccc(N(CC(=O)NC2CCCCC2)C(=O)CCCC(=O)Nc2ccccn2)cc1,13,-8,-1,-4,-15,1.2,1.1,-17,-11
Cc1cc(SCC(=O)N/N=C/c2ccccc2C(=O)O)c(C)cc1Br,3,8,18,-1,7,0.93,0.93,7,3
CC(C)n1c(O)c(/C=C2\C=NN=C2c2ccccc2)sc1=S,6,15,18,0,-2,1.1,1,-7,14
CC(C)Oc1ccc(C(=O)NCc2cccs2)cc1,42,9,11,-3,2,0.98,0.97,2,-8
O=[N+]([O-])c1ccc(CN2CCN(c3ccc4ccccc4n3)CC2)cc1,27,-11,-1,-4,2,1,0.98,0,10
Cc1cc(C)cc(NC(=O)CCc2c(C)nn(-c3ccc(N4CCCCC4)nn3)c2C)c1,19,9,31,5,-4,1,1,-4,11
O=C(NC1(C(F)(F)F)N=C(c2ccccc2)NC1=O)c1ccccc1F (centres undefined),-4,-1,13,-6,-3,0.97,1,3,6
O=C(COc1ccc(S(=O)(=O)N2CCOCC2)cc1Cl)NC1CC1,3,11,7,-9,-6,1,1.1,-2,-12
COc1ccc(NCC(=O)N/N=C(\C)c2cc3ccccc3o2)cc1,13,5,1,-5,0,0.96,1,4,11
COc1cccc(-c2noc(C3CCCN(S(=O)(=O)c4cccc(Cl)c4C)C3)n2)c1 (centres undefined),-7,10,26,6,8,0.86,0.92,14,20
O=C(c1cccc(Br)c1)N1CCN(S(=O)(=O)N2CCCCCC2)CC1,31,-1,5,2,-36,0.97,1.4,3,-2
COc1ccc(Br)cc1/C=C/C(=O)Nc1ccc2ccccc2c1,16,-2,-21,-13,0,1,1,0,0
CC1=NN2C(=N)/C(=C\c3cc(C)n(-c4cccc(C)c4)c3C)C(=O)N=C2S1,8,9,7,17,-6,0.93,1.1,7,10
CN(CCOCCOc1ccc2ccccc2c1)Cc1ccccc1,15,14,32,-6,-14,0.98,1.1,2,21
CC(=O)OCC(OC(C)=O)C(OC(C)=O)C(OC(C)=O)C(=O)Nc1ccccc1 (centres undefined),20,0,-9,2,2,0.94,0.98,6,10
CCCC(=O)Nc1ccc(S(=O)(=O)N2CCOCC2)cc1,10,-8,14,2,15,1,0.85,-2,13
CN(C)/N=C1\C(=O)N(CN2CCN(c3ccccc3)CC2)c2ccccc21,14,-1,6,2,8,0.89,0.92,11,4
Cc1ccc(-n2ncc3c2CCCC3NC(=O)CCCN2CCCCC2=O)cc1C (centres undefined),17,-13,14,2,-10,0.93,1.1,8,5
Cc1cc(C)c(NC2=NCC(=O)N2C2CCCCC2)c(C)c1,9,-2,22,-13,12,1,0.88,0,13
CC(C)CNC(=O)COC(=O)c1ccc(F)cc1Cl,3,-2,8,-15,0,0.96,1,4,3
Cc1ccc2c(c1)N(CC(=O)NCc1ccco1)C(=O)CO2,2,-5,6,3,15,1,0.85,0,1
CCOC(=O)c1c(NC(=O)CNCCO)sc(C)c1C,7,9,23,-3,-22,1.1,1.2,-10,-4
Cc1ccc(NC(=O)C2CCN(S(=O)(=O)c3cc([N+](=O)[O-])ccc3Cl)CC2)nc1,-2,4,0,-15,0,0.91,1,9,-8
c1ccc(-c2nc(NC3CCCC3)c3ccccc3n2)cc1,28,8,46*,-1,10,1.1,0.9,-10,41*
CC(=O)Oc1ccc2ccccc2c1C(NC(=O)C(C)C)c1cccc([N+](=O)[O-])c1 (centres undefined),1,1,8,-12,0,1.1,1,-7,17
COC(=O)CN1C(=S)N(c2ccc(OC)cc2)C(=O)C1CC(=O)Nc1ccc(F)cc1 (centres undefined),11,-1,5,2,0,0.93,1,7,4
CC1CCCC(n2cnc3cc(C(=O)O)ccc32)C1C (centres undefined),-6,-12,7,-6,-7,1.1,1.1,-13,-20
O=C(CCNC(=O)c1ccc([N+](=O)[O-])cc1)NC1CCCc2ccccc21 (centres undefined),4,6,12,6,-13,0.96,1.1,4,11
CCOC(=O)N1CCN(C(=O)COc2ccccc2OC)CC1,5,-2,-5,-2,11,0.97,0.89,3,-11
C=CCn1c(C)cc(C2=NNC(=NC(C)(C)C)SC2)c1C,18,6,35,15,9,0.87,0.91,13,25
Cc1ncc(N=Nc2ccccc2)c(-c2ccccc2)n1,31,5,24,-3,5,0.89,0.95,12,14
Cc1ccc(OCC(=O)Nc2cc(S(=O)(=O)N3CCOCC3)ccc2Cl)c([N+](=O)[O-])n1,5,-14,3,-9,17,1,0.83,-2,2
CCC1CCCCN1C(=O)CSc1nnc(-c2ccc(OC)cc2)o1 (centres undefined),10,-5,31,-2,8,1,0.92,0,13
O=C(Nc1nc(-c2ccccn2)cs1)c1cccc(-n2cnnn2)c1,-10,-11,17,-5,-10,0.93,1.1,7,13
COC(=O)c1ccc(NC(=O)CN2CCN(c3ccccn3)CC2)cc1,-4,-13,8,-8,-12,0.9,1.1,10,-5
CCN1/C(=C/C=C/C=C/C=C/c2sc3ccccc3[n+]2CC)Sc2ccccc21,25,2,19,37,-4,0.85,1,15,21
Cc1ccsc1C(=O)NNC(=O)c1ccc(NS(=O)(=O)c2cccs2)cc1,8,-5,-28,-1,8,0.98,0.92,2,1
O=S(=O)(c1ccc(Br)cc1)N1CCN(c2ccccc2)CC1,9,-11,7,3,-6,1,1.1,-2,15
O=C(c1ccc(C#CC2(O)CCCCC2)cc1)N1CCN(C(c2ccccc2)c2ccccc2)CC1,4,20,10,-11,3,1.1,0.97,-6,8
CC(=O)c1ccc(-c2ccc(-c3cc(=O)oc4c(C(C)C)ccc(C)c34)cc2)cc1,.,24,6,1,.,1.1,.,-8,3
CC1CN(C2CCN(C(=O)c3ccccc3)CC2)CC(C)O1 (centres undefined),13,-7,-7,4,-14,1,1.1,-1,-11
CCNC(=S)Nc1ccc(C)c(Cl)c1,3,4,21,-2,-24,1.1,1.2,-12,-2
NS(=O)(=O)c1cccc(NC(=O)COC(=O)c2ccccc2C(=O)c2ccccc2)c1,20,-3,-1,-27,-6,0.95,1.1,5,2

# Next section:
SMILES,NLRP3 yeast inh,Apaf1 inhib,tim10-1 inh,ATG4B inhibitor,hIAP block,mIAP act,hIAP activ,mIAP inh,TIM10 inh
CCOC(=O)C1=C(N)n2c(s/c(=C\c3cccnc3)c2=O)=C(C(=O)OC)C1c1cccnc1 (centres undefined),9,4,14,-2,5,0.91,0.95,9,1
Cc1cc(C)nc(SCCS(=O)Cc2ccc(Cl)cc2)n1 (centres undefined),-3,2,16,-20,-21,1.1,1.2,-8,-5
Cc1ccc(N2C(=O)N(C(C)C)C(C)(C)CC2(C)O)cc1 (centres undefined),18,-8,10,-6,-1,1,1,0,15
CCN1C(=O)C(CC(=O)NCc2ccc(Cl)cc2)N(CC)C1=O (centres undefined),10,-14,5,6,-6,1.1,1.1,-7,-8
COC(=O)COc1cccc2c(=O)n(CC(=O)NCc3ccccc3)ccc12,2,-22,-1,2,0,0.99,1,1,-14
CCC(C)(C)NC(=O)C(c1ccc(O)cc1)N(C(=O)Cn1nnc2ccccc21)c1ccc(NC(C)=O)cc1 (centres undefined),15,4,8,-5,-9,0.96,1.1,4,8
COc1cc(/C=N/NS(=O)(=O)c2ccc(C(C)(C)C)cc2)cc([N+](=O)[O-])c1O,-68,-2,17,-1,0,0.97,1,3,3
CCOc1cccc(N2C(=O)CC(N3CCC(C(N)=O)(N4CCCCC4)CC3)C2=O)c1 (centres undefined),13,-6,23,-13,5,0.96,0.95,4,18
COC(=O)c1ccc(NC(=O)c2cccc(OC)c2)cc1,29,16,27,-9,-4,1,1,-3,26
Cn1nccc1C(=O)N1CCCC(C(=O)c2cccc3ccccc23)C1 (centres undefined),9,-3,21,-12,-47,1,1.5,-5,-16
